PAX8 inh HTS – PAX8 transcriptional activity inhibition. AID 652154. RMG-I TPO-luciferase reporter, SteadyGlo, 24 h. 360,000 compounds, 1.2% hits. inhibition, % at 12.6 µM;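 active = mean replicate inhibition at least 60% with every replicate also reaching 60%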;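 also: luciferase light reporting Pax8 driven TPO promoter activity; plate controls were median of neutral control wells for no effect and mitoxantrone controls for full effect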
EWS-Fli inh – blocks EWS/Fli oncoprotein-driven transcription; A673 NR0B1-luciferase reporter, viability-normalised; inhibition, % at 12.6 µM; 350,000 compounds, 0.67% hits; AID 651661;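 active = mean inhibition of at least 50% after viability correction, with every replicate also passing that limit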;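 also: firefly luciferase signal divided by Alamar Blue viability fluorescence both relative to DMSO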
FN deposition inh – fibronectin deposition inhibition; AH1F fibroblasts, Alexa488-fibronectin deposition fluorescence, overnight; inhibition, % at 12.6 µM; 350,000 compounds, 0.086% hits; AID 743247;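 active = mean inhibition across replicates of 30% or more, regardless of how many single replicates reach that level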;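 also: positive control wells lacked labelled fibronectin entirely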
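Test system: AH1F fibroblast monolayer depositing Alexa488-labelled fibronectin into matrix. Input: 10000 cells per well. Technique: fluorescence, ex 485 nm, em 525 nm. Buffer or medium: DMEM plus 2% serum, read in PBS. Timing: 1 h cell adhesion before compound, then overnight fibronectin incubation. Compound: single dose, pinned. Read-out basis: inhibition from reduced deposited-fibronectin fluorescence.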
miR122 inh – inhibitors of miR-122 in Huh7 cells; AID 602342; activation (reporter increase), % at 12.5 µM; Huh7 miR-122 Renilla luciferase sensor, 48 h; neutral wells = 0, positive control = 100; 340,000 compounds, 0.3% hits;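 active = mean replicate activation score at least 90 and every replicate individually at or above 90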;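 also: higher luciferase means less miR-122 activity so hits act as miR-122 inhibitors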
GSIS activator – GLuc luminescence reporter in INS-1E cells, primary screen for activators of glucose-dependent secretion of insulin | 370,000 compounds, 0.61% hits | AID 743287 | INS-1E GLuc reporter insulin secretion, 2-3 h | activation, % at 16.6 µM;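 active = lowest replicate activation of at least 40%, so every replicate reaches that level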;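 also: 0% = median of neutral control wells and 100% = median of IBMX positive control wells; some compounds called inactive have numbers as strong as hits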
DENV2 CPE – protects cells from dengue virus 2 cytopathic effect | DENV2-infected cells, cytopathic effect rescue, plate reader | CPE inhibition, % at 9.99 µM | 350,000 compounds, 1.7% hits; in the data active = CPE inhibition above about 20%, passing the limit was not always enough; tested in BHK-21 cells;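 also: 0% = median of neutral control wells and 100% = median of positive control wells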
F508del corr – correctors of CFTR F508del function in bronchial epithelial cells. CFBE cells, YFP halide quenching; stimulated with forskolin plus potentiator P3; % fluorescence drop versus neutral controls. activity (quench increase), % at 7.58 µM. 350,000 compounds, 0.36% hits;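 active = mean added fluorescence quench of at least 8% versus neutral control, with both replicates also reaching 8%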;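 also: cells transiently co-express mutant CFTR-F508del with the halide-sensitive YFP; corrector assay measuring rescue of mutant channel to the surface after 24 h compound exposure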
* hit, by the source's call; · = not tested or not shown; [ ] = remark or other dose.

SMILES	PAX8 inh HTS	EWS-Fli inh	FN deposition inh	miR122 inh	GSIS activator	DENV2 CPE	F508del corr
COc1cc(C2C(C#N)=C(N)N(N(C)C)C3=C2C(=O)CC(C)(C)C3)ccc1O (stereo not drawn)	6	1	2	-9	-2	0	-0.6
CC(C)NC(=O)N(C)C[C@@H]1Oc2ccc(NS(=O)(=O)c3ccccc3)cc2C(=O)N([C@@H](C)CO)C[C@H]1C	-9	-8	-23	-1[16.7 µM]	24	8	3.6
C[C@@H]1CCCCO[C@H](CN(C)Cc2ccc(C(F)(F)F)cc2)[C@H](C)CN([C@H](C)CO)C(=O)c2cc(NC(=O)Nc3cccc4ccccc34)ccc2O1	9	-1	3	-5[16.7 µM]	-1	17	0.7
CCCCNC(=O)CSc1nc2ccsc2c(=O)n1C1CCN(C(=O)OCC)CC1	·	4	·	26	-48	-2	1.6
COc1ccc(-n2c(=O)c3c4c(sc3n(CC(=O)NCC3CCCO3)c2=O)CCCC4)c(OC)c1 (stereo not drawn)	13	-2	2	0	-20	3	-0.9
CCCCC(CC)CNC(=O)C(=O)c1ccccc1NC(C)=O (stereo not drawn)	-1	·	1	·	8	·	·
CCOCC(=O)Nc1c(C(=O)Nc2ccc3c(c2)OCCO3)oc2ccccc12	-112	-15	1	·	-16	-7	-4.8
COCC(=O)Nc1ccc2c(c1)C(=O)N(C)C[C@@H](OC)[C@@H](C)CN(C)[C@@H](C)CO2	-5	-12	5	·	1	-6	-2.7
COCC(=O)N1[C@H](CO)[C@H](c2ccccc2)C12CN(C(=O)NC1CCCCC1)C2	·	-12	·	·	8	-16	-1.1
Cc1c(OCC(=O)N[C@@H](CSCc2ccccc2)C(=O)O)ccc2c3c(c(=O)oc12)CCC3	·	4	·	-1	9	3	-0.2
COc1ccccc1CCC(=O)Nc1ccc2c(c1)c(=O)n(C)n2Cc1cccc(C(F)(F)F)c1	5	6	8	4	-9	-8	-3.0
COc1ccc(C(=O)Nc2cccc(S(=O)(=O)NC3=NCCCCC3)c2)cc1	-6	8	-10	·	-17	0	-0.5
CC(C)[C@H](NC(=O)c1ccccc1)C(=O)OCC(=O)NCc1ccc(F)cc1	-1	-1	14	2	-20	0	2.0
CC1(C(=O)NS(=O)(=O)Cc2cccc(Cl)c2)CCN1C(=O)c1ccc(C2CCCCC2)cc1 (stereo not drawn)	-5	15	·	·	14	90*	3.9
COc1cnc(SCc2ccc(Cl)c(Cl)c2)nc1Cl	·	-5	·	-9	-4	0	0.8
O=S(=O)(/C=C/c1ccccc1)N1CCN(Cc2ccc3c(c2)OCO3)CC1	-5	5	0	·	4	0	0.6
c1ccc(-c2nc3nc4ccccc4nc3n2CC2CCCO2)cc1 (stereo not drawn)	11	-18	-3	·	18	-4	-2.2
CN(C)CCOC(=O)Cc1ccc(Cl)cc1	·	·	11	2	9	·	·
COCCSc1nnc(NC(=O)CCS(=O)(=O)Cc2ccccc2)s1	66*	-18	·	-3	4	13	-2.2
COc1ccc(/C=C/C(=O)NNC(=O)C(C)Oc2ccccc2F)cc1OC (stereo not drawn)	-5	-5	12	-9	7	5	-0.6
COc1cc(OC)c(OC)cc1CNC(=O)CCN1C(=O)c2cccc([N+](=O)[O-])c2C1=O	4	2	-2	·	6	-6	-3.2
CNS(=O)(=O)c1ccc2nc(NC(=O)/C=C/c3ccco3)sc2c1	42	-2	2	·	16	-3	2.0
N#Cc1cn(CC(=O)O)c2ccccc12	22	·	7	3	·	·	·
CN(Cc1cncnc1)C[C@@H]1N[C@H](CO)[C@@H]1c1ccc(-c2ccc(C#N)cc2)cc1	·	-2	1	·	-2	8	0.3

Entries above printed as active in DENV2 CPE:
canonical_smiles | miR122 inh | GSIS activator | DENV2 CPE | F508del corr
CC1(C(=O)NS(=O)(=O)Cc2cccc(Cl)c2)CCN1C(=O)c1ccc(C2CCCCC2)cc1 (stereo not drawn) | · | 14 | 90* | 3.9

Following part:
SMILES	PAX8 inh HTS	EWS-Fli inh	FN deposition inh	miR122 inh	GSIS activator	DENV2 CPE	F508del corr
COc1ccc(C#Cc2ccc3c(c2)[C@]2(C(=O)N3)[C@H](C(=O)N3CCc4cc(OC)c(OC)cc4C3)[C@H]3C(=O)O[C@H](c4ccccc4)[C@H](c4ccccc4)N3[C@@H]2c2ccc(OCCO)cc2)cc1	·	-8	·	·	·	2	-6.8
COc1ccc(C2CC2C(C)=O)cc1 (stereo not drawn)	-12	-6	3	-5	-2	·	0.0
O=C(COC(=O)c1cn(-c2ccccc2)nc1-c1ccccc1)Nc1ncc(Cl)cc1Cl	9	1	7	-4	49	·	-4.2
CN(Cc1c(C(=O)N2CCCCCCC2)nc2ccc(Cl)cn12)C1CCOC1 (stereo not drawn)	21	-1	-3	-3	6	-5	0.8
O=C(O)C[C@@H]1C[C@@H]2c3cc(NS(=O)(=O)c4ccccc4)ccc3O[C@@H]2[C@H](CO)O1	-7	·	-5	·	5	-4	1.5
C[C@H]1CN([C@@H](C)CO)C(=O)c2cc(NC(=O)Nc3cccc4ccccc34)ccc2O[C@@H]1CN(C)Cc1ccc(C(=O)Nc2ccccc2N)cc1	·	17	·	6[16.7 µM]	11	1	-3.0
Cc1cc([N+](=O)[O-])c(-c2ccc(/C=N/n3cnnc3)o2)cc1Cl	·	10	·	·	3	-2	-0.5
CCc1cccc(C)c1NC(=O)CCCSc1nc2ccccc2s1	-24	·	4	-5	-20	·	·
CNC(=O)C[C@@H]1CC[C@@H]2[C@@H](COc3ccc(NC(=O)c4ccccc4F)cc3C(=O)N2C)O1	-31	-10	2	-53[16.7 µM]	4	-3	-0.3
O=C(Cc1cccnc1)N1[C@H](CO)[C@H]2c3ccccc3NC[C@H]21	-10	-3	·	-9[16.7 µM]	-1	11	-3.2
O=C(CCC1N=C2c3ccccc3N=C(SCc3cccc(Cl)c3)N2C1=O)NCc1ccco1 (stereo not drawn)	28	·	0	-1	-13	·	·
COc1ccc2[nH]c(C(=O)Nc3cccc(C)n3)cc2c1	-50	-13	-4	-2	13	6	1.8
COC(=O)C1=C(C)N(C)C(=S)NC1c1ccccc1 (stereo not drawn)	-10	3	-6	·	12	-5	·
O=C1C=C(c2cc(Cl)cc(Cl)c2)C[C@@H](c2ccc3c(c2)OCO3)C1	9	-5	13	·	2	28*	1.9
CC(=O)N1CCC(C(=O)Nc2ccc(S(=O)(=O)N3CCCCC3)cc2)CC1	7	4	·	-3	11	-4	-1.1
Cc1noc(C)c1S(=O)(=O)N1CCC(C(N)=O)CC1	-1	4	·	·	-5	-9	-1.9
O=C(CCS(=O)(=O)c1ccc(F)cc1)Nc1nnc(-c2ccco2)o1	20	-5	4	·	9	5	-2.9
COc1cccc(-c2nc(CS(=O)(=O)CC(=O)Nc3ccccc3Cl)c(C)o2)c1	23	4	-8	2	-6	-4	0.1
Cc1ccc(C(=O)NCC(=O)OCc2csc(-c3ccccc3)n2)cc1	-1	·	-3	5	-5	·	·
CN(C)CCN(C(=O)C1CCCCC1)c1nc2cc3c(cc2s1)OCCO3	-81	-50	-9	-5	·	-2	·
CC(=O)Nc1c(-c2ccccc2)nc2ncccn12	-33	-9	-2	-2	-5	4	4.7
CCNC(=O)C[C@@H]1CC[C@@H]2[C@@H](COc3ccc(NC(=O)Nc4c(C)noc4C)cc3C(=O)N2C)O1	-3	-6	-16	1[16.7 µM]	5	-9	-1.4
Cc1cccc(-c2nnc(SCC(=O)Nc3cccc(C(=O)N4CCOCC4)c3)n2C)c1	31	10	-2	·	·	6	·
COCCNC(=O)CSc1nc2nn(-c3ccccc3)c(=O)c-2c2n1CCCCC2	-4	-1	3	2	4	-3	3.4

Fetched one by one from above:
SMILES	PAX8 inh HTS	EWS-Fli inh	FN deposition inh	miR122 inh	GSIS activator	DENV2 CPE	F508del corr
CC(=O)N1CCC(C(=O)Nc2ccc(S(=O)(=O)N3CCCCC3)cc2)CC1	7	4	·	-3	11	-4	-1.1
CN(C)CCN(C(=O)C1CCCCC1)c1nc2cc3c(cc2s1)OCCO3	-81	-50	-9	-5	·	-2	·
Cc1noc(C)c1S(=O)(=O)N1CCC(C(N)=O)CC1	-1	4	·	·	-5	-9	-1.9
CCNC(=O)C[C@@H]1CC[C@@H]2[C@@H](COc3ccc(NC(=O)Nc4c(C)noc4C)cc3C(=O)N2C)O1	-3	-6	-16	1[16.7 µM]	5	-9	-1.4
O=C(CCS(=O)(=O)c1ccc(F)cc1)Nc1nnc(-c2ccco2)o1	20	-5	4	·	9	5	-2.9

(continued)
SMILES	PAX8 inh HTS	EWS-Fli inh	FN deposition inh	miR122 inh	GSIS activator	DENV2 CPE	F508del corr
COc1ccc(CNC(=O)c2cc3c(c(-c4cccc(-c5ccc(C#N)cc5)c4)n2)[C@H](CCO)N([S@@](=O)C(C)(C)C)C3)cc1	6	13	-1	·	6	-2	0.2
CCOC(=O)CSc1nnc(-c2ccco2)n1-c1ccccc1	·	4	·	-4	-2	-3	0.7
CN(C)CC(=O)N[C@@H]1C=C[C@H](CC(=O)NCc2ccccc2F)O[C@@H]1CO	-13	4	1	·	12	12	-0.6
COc1ccccc1CNC(=O)C[C@H]1C[C@@H]2c3cc(NC(=O)CC4CC4)ccc3O[C@@H]2[C@H](CO)O1	6	-11	-10	-1[16.7 µM]	-8	2	-1.8
CCCc1cc(C(=O)N2CCCC(C(=O)c3ccc(Cl)cc3)C2)n(C)n1 (stereo not drawn)	11	·	0	-2	-25	-4	1.3
O=C(CN1C(=O)c2ccccc2S1(=O)=O)NCCSCc1c(F)cccc1Cl	2	5	4	1	-4	0	-4.2
Cc1ccc(S(=O)(=O)N2CC[C@@H]3[C@@H](CO)Nc4ccc(C#Cc5ccc(F)cc5)cc4[C@@H]32)cc1	-12	7	28	-4[16.7 µM]	6	-4	0.5
COc1cc(/C=C/C(=O)OCC(=O)Nc2ccc(C)cc2[N+](=O)[O-])ccc1O	-5	6	6	·	-6	2	-4.2
CCOC(=O)c1nnn(-c2nonc2N)c1CN1CCc2ccccc2C1	26	·	2	12	·	·	·
Cc1ccc(CNC(=O)C2CCN(S(=O)(=O)N3CCC(C)CC3)CC2)cc1	2	1	-2	-12	16	2	-5.3
C[C@@H](NC(=O)C[C@H]1C[C@@H]2c3cc(NC(=O)CC4CC4)ccc3O[C@@H]2[C@@H](CO)O1)c1ccccc1	·	0	2	2[16.7 µM]	-8	-7	0.7
CCc1cccc(C)c1NC(=O)c1ccc(CN2CCc3ccccc3C2)cc1	30	1	3	·	4	-3	-2.1
Cc1c(NC(=O)c2ccc(C(C)(C)C)cc2)cccc1[N+](=O)[O-]	-103	-138	2	·	-22	-12	-0.5
CC(=O)N(C)C[C@@H]1Oc2ncc(/C=C/c3ccccc3)cc2C(=O)N([C@H](C)CO)C[C@@H]1C	·	-12	0	29[16.7 µM]	11	-4	1.8
CCN(C(=O)CN1C(=O)S/C(=C\c2ccc(F)cc2)C1=O)C1CCS(=O)(=O)C1 (stereo not drawn)	-16	-13	4	4	-8	-4	1.6
O=C(O)c1ccccc1OC(C(=O)Nc1cc(Cl)cc(Cl)c1)c1ccccc1 (stereo not drawn)	13	32	2	24	-8	12	1.3
Cc1cc(C)c(C(=O)N2CCCC(CNS(=O)(=O)N(C)C)C2)o1 (stereo not drawn)	3	-13	17	7	-2	7	0.0
CCCOc1ccc(/C=N/Nc2cccc([N+](=O)[O-])c2)c(O)c1	-102	·	2	-21	18	·	·
C[C@@H]1CN([C@@H](C)CO)S(=O)(=O)c2ccc(-c3ccncc3)cc2O[C@H]1CN(C)Cc1cccnc1	·	1	-1	2[16.7 µM]	-11	-3	0.6
O=C(N/N=C/c1ccccn1)c1cc(C2CC2)[nH]n1	-57	-79	4	4	-3	-2	1.3
N#Cc1cccc(NC(=O)C2SC(=Nc3ccccc3)C(C(=O)N3CCOCC3)=C2N)c1 (stereo not drawn)	1	7	-7	67	-3	-3	·
O=C(NNC(=O)c1ccc(Cl)cc1Cl)Nc1ccccc1	1	·	-1	-10	-2	·	·
Cc1ccc(SCC(=O)OCC(=O)NCCC2=CCCCC2)cc1	0	-20	3	-2	-8	-1	-1.5
